# Screens as filed in PubChem BioAssay.
# ARNT-TACC3 inh: disruptors of human ARNT/TACC3 interaction | Q9Y6A5 | AlphaScreen His-ARNT PAS-B/GST-TACC3 binding, luminescence; TACC3 fragment carries E629A point mutation | inhibition, % at 9.99 µM | 390,000 compounds, 0.66% hits | AID 623870;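 active = mean inhibition of replicates at least 50% and at least half of replicates each reaching 50%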;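 also: 0% = complete ARNT plus TACC3 wells and 100% = ARNT alone without TACC3; many hits fall short of the cut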
# Xi reactivation: X-chromosome reactivation activator | XiGFP mouse fibroblasts, % GFP-positive cells imaging, 3 d; cells co-treated with 5-aza-dC sensitizer; scaled so ellipticine positive control = 100% | activation, % at 7.58 µM | 360,000 compounds, 0.055% hits | AID 743238;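 active = mean normalized replicate activation at least 10% and every replicate at or above 10%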;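 also: 0% = median of on-plate neutral control wells and 100% = ellipticine 6 µM median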
#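 Assay system – SV40-immortalized XiGFP fibroblast cells, line 68-5-11 · Buffer or medium – DMEM supplemented with 5-aza-dC as sensitizing agent · Dosing – one concentration, pinned · Benchmarks – positive control ellipticine, 6 µM final · Times – 3 days compound exposure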
# INS-1E GSIS act: primary screen for activators of insulin secretion dependent on glucose, INS-1E cells, GLuc reporter luminescence | 370,000 compounds, 0.61% hits | INS-1E GLuc reporter insulin secretion, 2-3 h | activation, % at 16.6 µM;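 active = lowest replicate activation of at least 40%, so every replicate reaches that level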;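 also: 0% = median of neutral control wells and 100% = median of IBMX positive control wells; some compounds called inactive have numbers as strong as hits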
# F508del corr: CFTR F508del correction in bronchial cells; CFBE cells, YFP halide quenching; stimulated with forskolin plus potentiator P3; % fluorescence drop versus neutral controls; activity (quench increase), % at 7.58 µM; 350,000 compounds, 0.36% hits;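 active = mean added fluorescence quench of at least 8% versus neutral control, with both replicates also reaching 8%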;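 also: cells transiently co-express mutant CFTR-F508del with the halide-sensitive YFP; corrector assay measuring rescue of mutant channel to the surface after 24 h compound exposure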
# RAD54 inh: RAD54 (human) branch migration inhibition. Q92698. RAD54 Holliday junction branch migration, FAM/BHQ fluorescence. inhibition, % at 10.4 µM. 360,000 compounds, 0.14% hits. AID 602329;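 active = mean normalized replicate activity at least 40 and at least half of replicates scoring 40 or more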;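 also: 0% = median of neutral control wells and 100% = median of positive control wells; inhibitors cause a drop in the FAM fluorescence signal; in these data hits start at about 50%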
# ERAP1 HTS inh: blocks human ERAP1 aminopeptidase activity. Q9NZ08. recombinant ERAP1, Leu-AMC fluorescence, 60 min. inhibition, % at 10.7 µM. 340,000 compounds, 0.15% hits. AID 652197;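 active = mean replicate inhibition of at least 30%, or all replicates individually reaching that 30% level; inactive = mean below 30% and not every replicate reaching it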;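 also: 0% = neutral control wells and 100% = L-leucinethiol positive control wells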
# Target sequence (Q9NZ08 whole entry, looked up): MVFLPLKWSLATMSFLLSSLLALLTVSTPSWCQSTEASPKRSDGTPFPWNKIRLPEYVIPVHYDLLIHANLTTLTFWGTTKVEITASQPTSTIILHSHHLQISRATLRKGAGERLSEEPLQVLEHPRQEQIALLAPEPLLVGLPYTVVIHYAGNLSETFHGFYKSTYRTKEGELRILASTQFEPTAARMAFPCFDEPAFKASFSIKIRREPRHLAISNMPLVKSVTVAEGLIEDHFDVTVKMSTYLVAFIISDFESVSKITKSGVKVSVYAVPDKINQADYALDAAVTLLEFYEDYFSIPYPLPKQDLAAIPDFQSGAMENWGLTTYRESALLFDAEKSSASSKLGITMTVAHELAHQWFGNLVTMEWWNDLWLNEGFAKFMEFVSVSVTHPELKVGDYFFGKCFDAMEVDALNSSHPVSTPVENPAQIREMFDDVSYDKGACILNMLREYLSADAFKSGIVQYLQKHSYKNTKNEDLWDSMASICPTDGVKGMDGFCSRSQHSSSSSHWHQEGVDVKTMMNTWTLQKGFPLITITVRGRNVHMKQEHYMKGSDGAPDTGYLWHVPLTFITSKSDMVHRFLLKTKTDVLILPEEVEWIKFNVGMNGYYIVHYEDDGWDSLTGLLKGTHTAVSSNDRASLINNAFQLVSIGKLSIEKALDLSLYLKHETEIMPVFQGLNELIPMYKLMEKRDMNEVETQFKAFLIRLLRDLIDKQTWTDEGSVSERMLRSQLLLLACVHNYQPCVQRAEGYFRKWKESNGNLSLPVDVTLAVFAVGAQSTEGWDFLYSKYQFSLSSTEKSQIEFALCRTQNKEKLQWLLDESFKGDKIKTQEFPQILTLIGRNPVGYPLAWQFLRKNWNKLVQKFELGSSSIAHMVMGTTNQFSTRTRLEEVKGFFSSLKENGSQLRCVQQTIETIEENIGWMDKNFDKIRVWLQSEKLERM
# RAD52 inh: RAD52 (human) annealing inhibition; 360,000 compounds, 0.46% hits; P43351; recombinant RAD52 DNA annealing, FRET fluorescence; AID 651710; inhibition, % at 18.7 µM;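 active = every replicate showing at least 50% inhibition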
# esBAF inh: blocks esBAF chromatin remodeling in mouse ES cells; Bmi1-luciferase knock-in reporter, 24 h; 100% = twice the neutral-well signal; reporter increase, % at 12.5 µM; 350,000 compounds, 2% hits; in the data active = activation above about 40%;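 also: 0% = median of the plate's neutral control wells and 100% = double that signal; a rise in the Bmi1 reporter signal indicates esBAF inhibition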
# Numbers without * were called inactive; . = no result given; & = joins results of further samples; ! = not active in a repeat.
canonical_smiles	ARNT-TACC3 inh	Xi reactivation	INS-1E GSIS act	F508del corr	RAD54 inh	ERAP1 HTS inh	RAD52 inh	esBAF inh
CCC1CCCCN1S(=O)(=O)c1ccc(NC(=O)c2ccncc2)cc1 (stereo unspecified)	6.2	0.1	-43.7	-1.3	2.8	-1.6	0.0	-4.6
Cc1cc(C(=O)COC(=O)c2ccc(O)cc2)c(C)n1CC1COc2ccccc2O1 (stereo unspecified)	-0.6	-0.2	23.4	.	-4.9	-0.5	-46.4	.
CC(C(=O)N1CCc2ccccc21)N(C)CC(=O)Nc1ccccc1Cl (stereo unspecified)	.	0.5	-12.0	0.6	0.9	-0.9	-1.4	0.3
O=C(CN1C(=O)c2cccc3cccc1c23)NC1CCCCC1	-6.0	0.5	0.0	-0.6	-7.8	-0.7	-8.1	-3.4
CC1(C(=O)Nc2cccnc2)Cc2c(-c3ccccc3)ccnc2O1 (stereo unspecified)	.	0.2	4.1	1.8	-5.5	2.6	-12.6	.
Cc1ccc(C)c(OCc2cc(C(=O)N3CCN(c4cnccn4)CC3)no2)c1	9.9	0.5	-40.5	0.5	-3.0	-0.1	-34.0	3.2
CCOC(=O)C1=C(COC(=O)C2CC(=O)N(c3ccccc3F)C2)NC(=O)NC1C (stereo unspecified)	-4.9	0.0	-7.1	-3.5	-3.5	6.2	-14.5	0.4
CC(C)NC(=O)CN(Cc1ccc2c(c1)OCO2)C(=O)CCC(=O)Nc1ccccn1	5.4	0.3	3.1	-1.5	2.4	2.3	-6.3	-10.8
C[C@@H]1CN([C@@H](C)CO)C(=O)c2cc(NS(=O)(=O)c3cn(C)cn3)ccc2O[C@H]1CN(C)CC1CC1	-13.7	-0.1	16.4	-2.6	-22.5	-2.5	0.0	-3.6
Cn1c(=S)n(/N=C/c2cccs2)c2ccccc21	9.5	-0.1	1.1	-3.0	15.2	-0.1	-10.3	7.2
COc1ccc(CN(C)C[C@@H]2Oc3ccc(NS(=O)(=O)c4ccc(Cl)cc4)cc3CC(=O)N([C@H](C)CO)C[C@@H]2C)cc1	2.3	1.3	-28.0	0.6	7.3	-0.9	16.5	2.5
CCCNC(=O)Nc1ccc2c(c1)OC[C@H](C)N(C(=O)C1CCOCC1)C[C@H](C)[C@@H](OC)CN(C)C2=O	-2.0	0.1	5.3	0.8	-5.3	.	-8.4	-5.2
COc1ccccc1C#Cc1ccc2c(c1)O[C@H](CN(C)Cc1cccnc1)[C@@H](C)CN([C@H](C)CO)S2(=O)=O	7.0	1.7	-6.5	3.2	4.0	-1.2	-7.5	3.5
Cc1cc(NCc2cccnc2)no1	1.8	0.1	-3.3	-1.8	-1.4	.	-3.9	-9.4
COc1ccccc1S(=O)(=O)N[C@H]1CC[C@H](CCNC(=O)C2CCCC2)O[C@H]1CO	-26.5	-0.1	19.5	3.2	-49.8	2.4	8.9	-0.1
Cc1cccc(N2CCN(S(=O)(=O)c3ccc4c(c3)CC(C)N4C(=O)C3CC3)CC2)c1C (stereo unspecified)	-3.2	0.0	3.1	4.5	-2.5	-0.1	-17.4	-5.0
Cc1nonc1NC(=O)c1oc2ccc(F)cc2c1C	-10.0	0.0	28.0	0.4	1.3	-0.3	-6.7	19.3
COc1ccc(C)cc1N(CC(=O)Nc1ccc2c(c1)OCCO2)S(C)(=O)=O	-7.6	0.1	29.7	-0.2	.	-1.1	-4.3	.
C[C@@H]1CN([C@H](C)CO)C(=O)c2cccc(NS(C)(=O)=O)c2O[C@H]1CN(C)Cc1ccccc1	6.6	0.0	9.3	3.3	-15.5	1.8	-2.6	1.5
O=C(CCNC(=O)c1ccc(Br)cc1)Nc1ccc(S(=O)(=O)N2CCCCC2)cc1	-4.2	-0.1	11.6	1.8	-5.6	-4.9	-11.6	-0.8
Cc1cccc(NC(=O)CSc2n[nH]c(-c3cccnc3)n2)c1	-0.3	0.2	.	1.9	0.9	0.2	-5.6	0.3
COc1cc(/C=N/Nc2nc(C)cc(=O)[nH]2)ccc1O	28.3	0.3	-0.8	-1.6	-4.3	0.2	-8.0	-3.3
Clc1ccccc1-c1nnc(CNC2CC2)o1	0.1	0.2	5.2	-2.7	.	-1.1	-23.0	.
CC1=CC(c2ccccc2)=Nc2ccc(C)cc2N1	0.8	-0.1	-6.6	2.1	.	-1.2	-19.3	.
CC(=O)Nc1ccc(CN(C)c2c(C)nc3ccc(C(=O)N4CCN(C(C)=O)CC4)cn23)cc1	.	0.1	-5.4	0.5	-2.9	-5.7	4.7	-2.5
Clc1ccc(-c2ccnc3nc(N4CCOCC4)nn23)c(Cl)c1	-1.9	.	-2.3	0.0	-9.6	.	14.8	-6.0
C[C@H](CO)N1C[C@H](C)[C@@H](CN(C)S(=O)(=O)c2cn(C)cn2)Oc2c(NC(=O)Nc3ccc4c(c3)OCO4)cccc2C1=O	0.8&3.6	-0.9&-0.3	2.4&-7.7	0.3&-3.8	-0.9&4.6	-0.8&-8.8	3.6&0.1	50.4*!
CCS(=O)(=O)N1CC(=O)N2[C@H](C1)[C@@H](c1ccc(C#Cc3cccc(F)c3)cc1)[C@@H]2CO	.	0.0	-7.5	7.1	.	-0.7	5.8	.
CCCN1[C@@H]2Cn3c(ccc(-c4cccc(F)c4)c3=O)[C@H]1[C@@H](C(=O)N(C)C)[C@@H]2CO	.	-0.1	0.6	0.3	.	0.1	-2.0	.
Cc1ccc(NS(=O)(=O)c2ccc3c(c2)CCC(=O)N3)cc1C	2.3	0.3&-0.1	-4.7&4.2	-1.9&4.0	8.4	10.1&8.8	-6.9&-5.9	1.1
CC(C)NC(=O)C(=O)NCc1ccccn1	-3.3	0.0	.	-0.2	.	0.7	-4.0	.
Cc1nn(Cc2ccccc2)c(Cl)c1/C=C1\NC(=S)NC1=O	.	0.0	.	0.7	9.7	5.0	-12.1	-3.0
CC(=O)N(C)C[C@@H]1Oc2cc(C#Cc3cccc(F)c3)ccc2S(=O)(=O)N([C@@H](C)CO)C[C@H]1C	2.0	-1.1	-18.7	2.0	9.3	-2.3	8.8	-0.8
Cc1cccc(OCC(=O)N/N=C/c2ccc3c(c2)OCO3)c1	-3.1	0.0	11.4	-0.7	.	1.2	-14.7	.
CO[C@@H]1CN(C)C(=O)c2cc(NC(=O)c3cc(C)on3)ccc2OC[C@@H](C)N(C(C)=O)C[C@@H]1C	-5.7	0.2	6.6	-0.4	6.7	2.1	0.3	-0.8
C[C@H]1CN([C@@H](C)CO)S(=O)(=O)c2ccc(C#CCN(C)C)cc2O[C@H]1CN(C)C(=O)C1CCC1	-3.2	-0.1	6.2	-2.8	1.4	-0.5	-34.0	-2.4
CCOC(=O)C1CCCN(CCCc2ccccc2)C1 (stereo unspecified)	-4.2&2.2	0.2	1.2&-4.9	3.3&0.6	1.3&-1.5	1.6&-4.8	-9.2&-11.5	4.6&-0.8
Cc1noc(C)c1NC(=O)Nc1ccc2c(c1)C(=O)N([C@@H](C)CO)C[C@@H](C)[C@H](CN(C)C(=O)Nc1cccc3ccccc13)OCCCC[C@H](C)O2	.	0.5&0.1	-0.6&15.6	0.8	-1.5	-0.2	-27.1	-1.8
CCOC(=O)C(C(=O)Nc1ccccc1C)C1CCCCC1 (stereo unspecified)	-1.9	.	17.7	2.0	2.1	-2.8	-0.3	-0.2
CCCCN1CC[C@H]2C=CC[C@@H](C(=O)Nc3ccc(OC)cc3)[C@H]2C1=O	.	0.0	11.3	3.2	3.4	.	.	4.7
Cc1cccc(OC(=O)NCCOC(=O)N(O)c2ccc(Cl)cc2)c1	36.2	0.2	.	-3.5	5.5	1.5	-15.4	.
O=C(C[C@H]1CC[C@H]2[C@@H](COC[C@@H](O)CN2C(=O)Nc2ccc(F)cc2)O1)NCCCN1CCOCC1	-5.2	0.1	4.4	1.1	0.0	0.1	16.5	0.9
Cc1ccc(C(=O)NNC(=O)c2n[nH]c(=O)c3ccccc23)cc1C	3.4	-0.1	1.5	-0.2	-8.7	2.2	-3.3	17.4
CCOC(=O)NC(=O)c1cn(CCN(C)C)c(=O)[nH]c1=O	-2.2	-0.1	14.6	.	.	-2.1	-0.2	.
O=C(C[C@H]1C=C[C@@H](NC(=O)Nc2ccc3c(c2)OCO3)[C@@H](CO)O1)NCc1ccc2c(c1)OCO2	.	-0.1	16.5	0.1	.	2.7	-0.4	.

# Random excerpt: 2 entries already listed, in no set order.
canonical_smiles	ARNT-TACC3 inh	Xi reactivation	INS-1E GSIS act	F508del corr	RAD54 inh	ERAP1 HTS inh	RAD52 inh	esBAF inh
CO[C@@H]1CN(C)C(=O)c2cc(NC(=O)c3cc(C)on3)ccc2OC[C@@H](C)N(C(C)=O)C[C@@H]1C	-5.7	0.2	6.6	-0.4	6.7	2.1	0.3	-0.8
C[C@H]1CN([C@@H](C)CO)S(=O)(=O)c2ccc(C#CCN(C)C)cc2O[C@H]1CN(C)C(=O)C1CCC1	-3.2	-0.1	6.2	-2.8	1.4	-0.5	-34.0	-2.4

# (further entries)
canonical_smiles	ARNT-TACC3 inh	Xi reactivation	INS-1E GSIS act	F508del corr	RAD54 inh	ERAP1 HTS inh	RAD52 inh	esBAF inh
Cc1ccc(Oc2ccc(C(=O)NC3CCSC3=O)cn2)cc1 (stereo unspecified)	-8.0	.	6.5	.	4.3	.	.	27.2
C(=Cc1cnnc2ccccc12)c1ccccc1	13.7	0.0	-4.0	-2.1	9.5	-0.6	-69.9	137.6*
COc1cc(OC)cc(OCC(O)Cn2cnc3cc(C)c(C)cc32)c1 (stereo unspecified)	7.7	0.1	.	5.7	-11.2	1.6	-11.2	-42.4
CSc1cccc(NC(=O)CCCNC(=O)c2ccc(Cl)cc2)c1	-8.8	0.1	6.4	-1.7	1.8	51.1*	-1.8	-2.3
O=[N+]([O-])c1ccc(N/N=C\c2ccccc2OCc2ccccc2)cc1	-18.9	0.4	-3.6	.	.	3.2	-5.3	.
CCCCc1nc(Cl)c(CO)n1Cc1ccc(-c2ccccc2-c2nn[nH]n2)cc1	-0.1	0.1	-10.5	8.1*	11.6	3.6	-2.8	0.3
CN(C)CC(=O)Nc1ccc2c(c1)[C@@H]1C[C@@H](CC(=O)NCc3ccncc3)O[C@H](CO)[C@@H]1O2	2.5	0.4	-4.9	3.5	-3.3	-1.5	-3.1	-3.1
Cc1cc(C(=O)C(C)Cl)c(C)n1Cc1ccco1 (stereo unspecified)	-13.0	0.0	-3.5	1.2	.	0.6	-19.0	.
COc1ccccc1C(=O)C1CCCN(C(=O)c2ccccc2C(C)=O)C1 (stereo unspecified)	-3.9	0.0	-6.8	-2.3	-5.7	-0.9	-9.0	49.6*
COc1ccc(NC(=O)CN2CCC(C(N)=O)(N3CCCCC3)CC2)c(OC)c1	-4.7	0.0	10.4	.	.	2.1	-10.5	.
CCCCCCCCCCCCS[C@H]1CS(=O)(=O)C[C@@H]1O	.	-0.1	-1.1	1.5	-23.3	-1.9	1.1	-4.2
Cc1ccc(-n2cc(-c3ccccc3)c3c(N4CCOCC4)ncnc32)cc1	5.5	0.0	-6.6	8.2*	.	-1.2	-2.7	.
O=C(CCN1CCCCC1)N/N=C/c1ccc(Br)cc1	.	-0.1	9.4	-0.7	.	-1.7	-6.8	.
Cc1cccc(/C=C/C(=O)c2cc(Br)ccc(=O)c2O)c1	4.3	.	-33.1	.	4.0	.	.	1.5
CC(=O)c1ccc(N2CCN(C(=O)c3cc(-c4ccncc4)nc4ccc(Cl)cc34)CC2)cc1	-3.9	0.0	-6.7	-0.4	-7.2	1.4	-4.0	7.6
